Tau FP inhib = qHTS for Inhibitors of Tau Fibril Formation, Fluorescence Polarization; Microtubule-associated protein tau (Homo sapiens), P10636; K18 P301L tau heparin fibrillization, Alexa594 FP, 6 h; Potency, µM (doses to about 57.7 µM), for inactives: at the highest dose activity, negative = inhibition, hits mostly inhibitors; 280,000 compounds, 0.39% hits; note: % is set by controls: 0 for no effect and ±100 for the full control effect; nearly all actives have a fitted effect of over 55% in size
Target sequence (P10636 561-689 P618L limits assumed): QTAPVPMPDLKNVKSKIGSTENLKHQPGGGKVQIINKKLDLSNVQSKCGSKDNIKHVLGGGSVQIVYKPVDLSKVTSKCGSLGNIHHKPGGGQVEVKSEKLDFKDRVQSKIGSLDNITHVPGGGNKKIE
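FP of Alexa 594-tau after heparin (20 uM) induction. Substrate: human K18 P301L, 15 uM unlabeled, 0.24 uM labeled. Buffer 100 mM sodium acetate pH 7. 6 hr, 37 C.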
Tau fibril ThT = qHTS for Inhibitors of Tau Fibril Formation, Thioflavin T Binding | Microtubule-associated protein tau (Homo sapiens), P10636 | recombinant tau K18 P301L, heparin-induced fibrillization, ThT fluorescence | Potency, µM (top dose mostly 57.4 µM), for inactives: at the highest dose activity, negative = inhibition, usual class: inhibitors | 270,000 compounds, 2.1% hits; note: % is set by controls: 0 for no effect and ±100 for the full control effect; nearly all actives have a fitted effect of over 55% in size
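K18 P301L tau (15 uM + 0.24 uM Alexa 594-tagged), heparin 20 uM, NaOAc pH 7, 6 h 37 C; ThT 30 uM, 1 h RT, ex 450/em 510 nm.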
Tau fluor cs = Counterscreen qHTS for Inhibitors of Tau Fibril Formation, Fluorescence Polarization. tau K18 P301L Alexa594 fluorescence, heparin fibrillization. Potency, µM (doses to about 57.7 µM), without a hit: at the top dose activity change, negative = decrease. 280,000 compounds, 0.93% hits; note: % is set by controls: 0 for no effect and ±100 for the full control effect; nearly all actives have a fitted effect of over 55% in size
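Human tau K18 P301L (15 uM unlabeled, 0.24 uM Alexa 594-labeled) in 100 mM sodium acetate pH 7 with 20 uM heparin, 6 hr at 37 C. ThT 30 uM added, 1 hr ambient; Alexa 594 FP and total fluorescence read at 555/632 nm.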
HTT cytoprotect = qHTS Multiplex Assay to Identify Dual Action Probes in a Cell Model of Huntington: Cytoprotection (ATP); AID 1471, 2008; 230,000 compounds, 0.14% hits; PC12 HTT-Q103 induced, cytoprotection, ATP luminescence, 40 h; Potency, µM (doses to about 56.4 µM), inactives show cytoprotection (ATP increase), most hits filed as activators;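 note: % of control where 0% means no effect; nearly all actives have a fitted effect of over 45% in size; toxic huntingtin expression switched on by the ecdysone agonist tebufenozide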
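Compounds added alongside 100 nM tebufenozide, which induces toxic Q103 huntingtin exon 1-GFP in stable PC12 cells; surviving cells quantified by luminescent ATP measurement. Medium: phenol red-free DMEM, 5% equine and 5% calf serum.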
GAA glycogen mod = qHTS Assay for Inhibitors and Activators of Human alpha-Glucosidase Cleavage of Glycogen. Lysosomal alpha-glucosidase (Homo sapiens), P10253. recombinant GAA, glycogen substrate, Amplex Red glucose oxidase fluorescence. Potency, µM (titrated, usually from 76.4 µM), for inactives: top-dose activity change, negative = inhibition, actives largely listed as inhibitors. 300,000 compounds, 0.38% hits. AID 2100, 2009;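 note: 0% = full enzyme reaction and -100% = no-enzyme basal signal; the screen sought inhibitors and activators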
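Recombinant enzyme (4 nM final) with compounds titrated up to 77 uM and bovine liver glycogen (30 ug) in citrate pH 5.0, 0.01% Tween-20, 37 C 40 min. Released glucose detected by Amplex Red/glucose oxidase (Ex 573/Em 610); AC50 from Hill fits.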
GAA inhib = qHTS Assay for Inhibitors of Human alpha-Glucosidase as a Potential Chaperone Treatment of Pompe Disease. Potency, µM (titrated, usually from 76.9 µM), without a hit: at the top dose activity change, negative = inhibition, actives largely listed as inhibitors. 200,000 compounds, 0.005% hits. AID 1466, 2008. purified human GAA, 4-MU-alpha-glucoside fluorescence. Lysosomal alpha-glucosidase (Homo sapiens), P10253;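 note: plate controls were uninhibited enzyme wells for no effect and no-enzyme background for full effect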
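Fluorescence at Ex 365/Em 440 nm from 4-methylumbelliferone reported enzyme activity after 20 min at room temperature. Reactions used 4 nM enzyme and 400 uM substrate at pH 5.0; curves fitted with the Hill equation.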
GAA spleen mod = qHTS Assay for Inhibitors and Activators of Human alpha-Glucosidase From Spleen Homogenate; Lysosomal alpha-glucosidase (Homo sapiens), P10253; human spleen homogenate, 4-MU-alpha-glucoside fluorescence; Potency, µM (doses to about 79.9 µM), for the others: at the highest dose activity change, negative = inhibition, hits mostly inhibitors; 240,000 compounds, 0.006% hits; AID 2112, 2009;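 note: 0% = enzyme with vehicle and -100% = no enzyme basal signal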
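Enzyme source: human spleen homogenate, 1 ug/well. Buffer 50 mM citric acid/K phosphate pH 5.0, 0.01% Tween-20. 4-MU-alpha-glucoside 1 mM; 37 C x 40 min; NaOH/glycine stop; fluorescence.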
aGal spleen mod = qHTS Assay for Inhibitors and Activators of Human alpha-Galactosidase From Spleen Homogenate; Alpha-galactosidase A (Homo sapiens), P06280; human spleen homogenate, 4MU-alpha-Gal fluorescence, 40 min; Potency, µM (titrated, usually from 80 µM), inactives show at the highest dose activity change, negative = inhibition, usual class: inhibitors; 240,000 compounds, 0.008% hits;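 note: 0% = enzyme with vehicle and -100% = no enzyme basal signal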
Target sequence (P06280 32-429 limits assumed): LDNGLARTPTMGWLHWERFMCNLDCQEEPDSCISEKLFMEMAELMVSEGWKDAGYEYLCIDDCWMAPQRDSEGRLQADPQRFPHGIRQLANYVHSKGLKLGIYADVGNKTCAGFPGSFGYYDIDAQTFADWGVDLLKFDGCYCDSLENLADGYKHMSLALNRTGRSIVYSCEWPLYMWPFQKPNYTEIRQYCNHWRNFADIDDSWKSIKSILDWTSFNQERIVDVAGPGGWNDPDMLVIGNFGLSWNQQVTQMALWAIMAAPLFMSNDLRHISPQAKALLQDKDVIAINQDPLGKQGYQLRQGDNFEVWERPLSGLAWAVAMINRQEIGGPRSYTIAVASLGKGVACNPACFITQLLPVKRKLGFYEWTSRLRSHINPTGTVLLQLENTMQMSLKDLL
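Fluorogenic readout (Ex 365/Em 440 nm) of 4-methylumbelliferone released from 1 mM 4-MU-alpha-galactoside by spleen homogenate, 40 min at 37C, pH 5.0. Data normalized to no-enzyme and enzyme controls; Hill-equation AC50 from compound titrations.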
An asterisk follows results filed as active; ? = inconclusive; . = not tested or not shown; & = joins results of further samples; ! = not active in a repeat; [ ] = another dose, or the depositor's remark. Calls come from the whole dose curve; as a rule, active = well fitted curve in the direction sought with a large enough effect; inconclusive = small, poorly fitted or top-dose-only effect, or another doubt; inactive = no such curve, though single readings can be large; an effect the other way counts as inactive or inconclusive. Potency is the fitted concentration of half-maximal effect. The list is partial; rates above refer to the full screens.

Values run as follows: Tau FP inhib	Tau fibril ThT	Tau fluor cs	HTT cytoprotect	GAA glycogen mod	GAA inhib	GAA spleen mod	aGal spleen mod
O=C(CSc1nnc2c3c4c(sc3ncn12)CCCC4)NCc1ccco1
 : -12.4%	-15.1%	-10.8%	-22.2%	2.9%	?	0.5%	8.9%
C[N+]1([O-])CCC[C@@H]1c1cccnc1 (some centres undefined)
 : 7.3%	7.1%	8.6%	6.2%	.	.	4.9%	-18.1%
NC(=O)c1cc(N2CC2)c([N+](=O)[O-])cc1[N+](=O)[O-]
 : ?	-5.6%	-5.3%	-22.4%[1.9 µM]	.	.	-6.3%	-12.2%
COc1ccccc1OCC#CCN1CCCCCC1
 : -4.8%	-1.8%	-0.5%	5.62µM*	2.2%	-3.6%	-3.1%	-8.4%
CCCCC/C=C\C/C=C\C/C=C\C/C=C\CCCCOC(CO)CO
 : -0.7%	-3.3%	-12.3%	-156.2%[inhibitor]	.	.	-2.2%	-14.4%
COc1cc2c(cc1OC)[C@@]13CCN4CC5=CCOC6CC(=O)N2C1[C@H]6[C@@H]5C[C@@H]43 (some centres undefined)
 : -1.2%	7.7%	2.8%	?	.	.	-3.5%	9.3%
O=c1[nH]c(=O)n(-c2ccccc2)c(O)c1/C=C/C=Nc1ccccc1
 : 7.9%	-2.7%	-5.0%	-18.4%[10 µM]	6.4%	-2.5%	-18.3%	-13.9%
O=c1[nH]c(CN2CC=C(c3ccccc3)CC2)nc2scc(-c3cccs3)c12
 : ?	?	?	16.1%[10 µM]	?	?	3.6%	-10.4%
C=C1C/C(=C/C)C(=O)O[C@@H]2CCN3CC=C(COC(=O)[C@]1(C)O)[C@H]23
 : 0.3%	-3.3%	1.2%	-5.8%[10 µM]	12.4%	.	-4.8%	-7.4%
C=CC[C@]1(O)CCC2C3CCC4=CCCCC4C3CCC21C (some centres undefined)
 : 2.9%	-11.3%	-5.2%	-51.7%[inhibitor]	.	.	2.9%	14.4%
Clc1ccc(N2CC3CCC(C2)N3)nn1
 : -5.6%	-8.7%	-8.1%	.	.	.	-5.1%	-6.9%
CCCCCCCSc1cc(OC)c(CCNC)cc1OC
 : 14.9%	-11.5%	-26.8%	-25.9%	-9.2%	1.9%	6.7%	5.9%
CCCCNC(=S)N1CCn2cccc2C1c1cccnc1 (centres undefined)
 : -8.6%	-5.4%	-9.0%	7.0%	0.6%	-2.3%	.	11.1%
CCCCCn1c(=O)c(C(=O)Nc2c(C)n(C)n(-c3ccccc3)c2=O)c(O)c2ccccc21
 : 7.2%	-0.8%	-1.4%	11.0%	19.2%	5.1%	-7.5%	7.0%
CN1C(=O)C(Cc2cccc3ccccc23)C(=O)N(C)C1=O
 : ?	25.1µM*	-20.5%	-12.1%[10 µM]	?	-18.0%	-3.5%	0.7%
CCCc1ccc(OCC(=O)Nc2ccc(Cl)cc2C(=O)c2ccccc2)cc1
 : -5.8%	-1.4%	-5.8%	.	-12.9%[76.3 µM]	.	.	.
COc1ccc(-n2nc(C(F)(F)F)cc2-c2ccc(Cl)cc2)cc1
 : -6.1%&-8.7%	-9.1%&-12.2%	-14.9%&-17.7%	4.5%[1.9 µM]	.	.	9.7%&-10.8%	9.5%&-0.7%
CCOC(=O)CN1C(=O)C2(C(C#N)=C(N)Oc3ccccc32)C(C(=O)OC)=C1C (centres undefined)
 : -3.3%	-1.5%	0.3%	-10.5%	-0.9%	-2.2%	3.8%	7.4%
O=C1CC(c2cccnc2)=NN1c1ccccc1
 : -3.9%	?	-17.9%	-25.3%	-18.6%	-8.9%	1.6%	0.5%
Nc1ccccc1Nc1ccc([N+](=O)[O-])cc1[N+](=O)[O-]
 : 4.9%	?	-8.5%	.	-2.5%	-8.6%	-4.1%	-2.3%

2 of these compounds, reformatted.
structure	Tau FP inhib	Tau fibril ThT	Tau fluor cs	HTT cytoprotect	GAA glycogen mod	GAA inhib	GAA spleen mod	aGal spleen mod
CCCCNC(=S)N1CCn2cccc2C1c1cccnc1 (centres undefined)	-8.6%	-5.4%	-9.0%	7.0%	0.6%	-2.3%	.	11.1%
CCCCCn1c(=O)c(C(=O)Nc2c(C)n(C)n(-c3ccccc3)c2=O)c(O)c2ccccc21	7.2%	-0.8%	-1.4%	11.0%	19.2%	5.1%	-7.5%	7.0%

The results go on:
Values run as follows: Tau FP inhib	Tau fibril ThT	Tau fluor cs	HTT cytoprotect	GAA glycogen mod	GAA inhib	GAA spleen mod	aGal spleen mod
Cc1nc2ccc(Br)cc2c(=O)n1-c1ccc([N+](=O)[O-])c(C(F)(F)F)c1
 : -3.1%	1.7%	-10.5%	-31.6%	1.1%	6.8%	-4.0%	-8.1%
Cc1cccc(OP(N)(N)=O)c1C
 : 3.2%	2.8%	0.9%	-49.7%[inhibitor]	-6.8%	2.2%	-1.2%	-9.4%
CCn1c(O)c(C=NCc2cccs2)c(=O)n(CC)c1=S
 : ?	-18.2%	-21.0%	-35.4%	3.6%	2.7%	9.6%	-11.6%
O=C1NC(=O)N(Cc2ccc(F)cc2)C(=O)/C1=C/c1cccs1
 : ?	?	-19.7%	-2.4%	0.2%	2.1%	6.6%	7.8%
CCOC(=O)C(O)(c1cn(C)c2ccccc12)C(F)(F)F (centres undefined)
 : 7.4%	-10.7%	-4.7%	1.3%	-7.4%	-2.9%	-1.5%	-15.6%
O=CC(Br)P(=O)(N1CCOCC1)N1CCOCC1 (centres undefined)
 : 25.1µM*	10µM*	?	29.9%[10 µM]	8.9%	.	-0.6%	6.7%
C[N+]1(C)CCC(OC(=O)C(c2ccccc2)c2ccccc2)CC1
 : -12.7%&-4.4%&-6.0%	-9.5%&-3.1%&-3.7%	-5.2%&-1.6%&-4.4%	-21.8%	.	.	4.6%&5.4%&-5.7%	-1.9%&-15.1%&-6.8%
O=c1[nH]c(=O)n(C2CCCCC2)c(O)c1C=NCCCn1ccnc1
 : -2.1%	-1.0%	-4.0%	-11.3%	10.8%	-5.1%	-2.6%	5.8%
CCCC1=Nc2cc(C(=O)NCCCN(CC)CC)ccc2Sc2ccccc21
 : 4.9%	-4.6%	-20.8%	.	-1.8%[76.3 µM]	.	.	.
CCCCOCCCn1c(N)c(C(=O)OCCOC)c2nc3ccccc3nc21
 : -2.7%	4.3%	-6.2%	7.3%	-7.9%	-2.4%	0.4%	2.8%
CC(C)(C)NC[C@H](O)COc1cccc2[nH]c(C#N)cc12
 : -4.0%	-9.4%	-10.7%	-13.9%	.	.	3.4%	-2.7%
Cc1ccc(-c2nc3ccc(Cl)cc3n2OC(=O)N(C)C)cc1
 : -6.9%	-8.2%	-16.6%	-43.3%[inhibitor]	7.0%	-6.8%	0.2%	3.7%
CCCCCCNc1nc(OC)nc(N2CC3CC(C2)c2cccc(=O)n2C3)n1 (centres undefined)
 : 9.5%	-4.1%	-1.3%	-59.4%[inhibitor][10 µM]	-1.4%	3.5%	-19.4%	-6.0%
COc1cc(C(=O)OC2C[C@H]3CC[C@@H](C2)N3C)ccc1O (some centres undefined)
 : .	.	.	8.5%[40.3 µM]	1.0%	.	2.1%[29.1 µM]	2.2%[29.1 µM]
COc1ccc(C=O)cc1O
 : 5.4%	-2.9%	0.4%	.	3.9%	0.8%	-10.1%	-20.4%
CCCCCCC[n+]1ccc(-c2cc[n+](CCCCCCC)cc2)cc1
 : ?	0.1%&-14.7%	7.5%&-13.2%	0.891µM*!	3.2%	-0.7%	-1.4%&-0.1%	-5.2%&-7.4%
CCCCOC(=O)COc1cc(C)cc2oc(=O)c3c(c12)CCC3
 : -1.2%	-2.9%	4.7%	0.8%	4.7%	3.3%	-3.2%	-6.1%
Cc1ccc(S(=O)(=O)N2CCCC(C(=O)N3CCC4(CC3)OCCO4)C2)cc1 (centres undefined)
 : -10.2%	-8.6%	-4.6%	0.5%	-9.9%	3.4%	-4.7%	-4.5%
CNC(=O)N(C)c1nnc(C(C)(C)C)s1
 : -2.9%&1.0%	-10.4%&-5.1%	-7.7%&-6.9%	1.1%	3.1%	-1.9%	-5.4%&-3.2%	1.3%&-8.0%
CCN(CC)S(=O)(=O)N1CCC(C(=O)N2CCC3(CC2)OCCO3)CC1
 : 6.3%	6.0%	6.2%	?	-2.9%	-7.9%	-5.6%	-8.4%
CCOC(=O)[C@@]1(C#N)[C@@H]2C=CC(C(N)=O)=CN2[C@@H](C(N)=O)[C@@H]1c1cccc(Cl)c1
 : -0.7%	?	-16.9%	-23.1%	-0.5%	1.6%	7.3%	12.6%
Cc1ccc(C)c(NC2=NCCCS2)c1
 : -1.9%	-5.4%	-0.9%	-2.5%[10 µM]	2.3%	?	0.0%	2.6%
COc1cc(CN=Cc2c(O)n(C(C)(C)C)c(=O)[nH]c2=O)cc(OC)c1
 : 4.2%	-6.3%	-13.5%	9.7%[10 µM]	1.9%	.	-3.4%	0.7%
O=C(CN1CCOCC1)c1ccc2cc[nH]c2c1
 : 1.9%	?	-11.6%	-1.9%[10 µM]	11.8%	2.8%	-3.9%	1.2%
CSc1ccc(CNC2CN3CCC2CC3)cc1 (centres undefined)
 : 0.6%	-5.3%	-0.1%	-13.7%[0.074 µM]	4.6%	-23.7%	5.7%	9.1%
CCOc1ccc(CN2C(=O)c3ccccc3Sc3ccc(C(=O)N4CCC5(CC4)OCCO5)cc32)cc1
 : 1.2%	-18.2%	-17.7%	.	-16.9%[76.3 µM]	.	.	.

Compound activity deposited in PubChem by National Center for Advancing Translational Sciences (NCATS).
